# Cycloheximide cs: affects cycloheximide protein synthesis inhibition readout, counter-screen | max response, % | 300,000 compounds, 12% hits | AID 2314 | cell reporter, cycloheximide protein synthesis inhibition counterscreen; in the data active = max response mostly above about 13%, no sharp cut-off; inactive = mostly below about 14%; also: read at 38.3 µM for the half of the compounds with a filed dose; 0% is about no effect
# Pf growth 48h: inhibits P. falciparum growth in the first generation, 48 h; P. falciparum luciferase growth in erythrocytes, 48 h; Potency, µM (series often up to 28.7 µM), without a hit: at the highest dose activity change, negative = inhibition, most hits filed as inhibitors; 310,000 compounds, 5.9% hits; AID 504832; also: potency is read from the fitted curve at half-maximal effect; % is scaled to controls: 0 for no effect and ±100 for the full control effect
#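 Luciferase-expressing P. falciparum in infected erythrocytes (2% hematocrit, 0.1% parasitemia final) in RPMI 1640/0.5% Albumax were exposed to compound for 48 hours at 37 C, 5% CO2; growth read as luminescence.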
# HCV inhibitor: inhibitors of hepatitis C virus infection; Huh7.5.1 HCVcc-Cre infection, luciferase reporter, 44 h; Potency, µM (titrated, usually from 41.8 µM), for the others: top-dose activity change, negative = inhibition, most hits filed as inhibitors; 340,000 compounds, 3.4% hits; also: potency is read from the fitted curve at half-maximal effect; % is scaled to controls: 0 for no effect and ±100 for the full control effect
#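 After 44 h co-culture of compound, cells and HCVcc-Cre (~0.5 moi), substrate is added for 15 min at room temperature and luciferase measured over 15 sec. Cells were seeded at 1,000/well and pre-cultured 4 h.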
# Shiga toxin inh: blocks Shiga toxin action in Vero cells; Vero cells, Shiga toxin protein synthesis inhibition reporter; inhibition, % at 38.7 µM; 290,000 compounds, 9.2% hits; AID 2315; in the data active = inhibition mostly above about 28%, no sharp cut-off; inactive = mostly below about 43%; also: 0% is about no effect
# TbPYK inhibitor: blocks Trypanosoma brucei pyruvate kinase | TbPYK enzyme, Kinase-Glo Plus ATP luminescence, 45 min | Q57TT1 | Potency, µM (doses to about 76.8 µM), inactives show at the top dose activity, negative = inhibition, actives largely listed as inhibitors | 410,000 compounds, 0.12% hits | AID 624173; also: potency is read from the fitted curve at half-maximal effect; % is scaled to controls: 0 for no effect and ±100 for the full control effect; nearly all actives have a fitted effect of over 50% in size
#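 Screened from lowest to highest concentration, compounds were pinned into TbPYK/substrate mixtures, and ADP (130 uM final) was added. Plates sat at room temperature for 45 min prior to Kinase-Glo Plus detection by luminescence.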
# Pf growth 96h: P. falciparum growth inhibition at 96 hours; P. falciparum luciferase reporter growth, 96 h; Potency, µM (titrated, usually from 28.7 µM), without a hit: top-dose activity change, negative = inhibition, hits mostly inhibitors; 320,000 compounds, 6.9% hits; also: potency is read from the fitted curve at half-maximal effect; % is scaled to controls: 0 for no effect and ±100 for the full control effect
#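 Delayed-death screen, second-generation endpoint: infected erythrocytes, 2% hematocrit, 0.05% parasitemia final; 96 hours at 37 C, 5% CO2; luciferase detection reagent; luminescence decrease equals reduced growth.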
# LmPK inhibitor: blocks Leishmania mexicana pyruvate kinase activity. Q27686. purified LmPK, Kinase-Glo ATP luminescence, 1 h. Potency, µM (top dose mostly 57.5 µM), for inactives: top-dose activity change, negative = inhibition, usual class: inhibitors. 290,000 compounds, 0.37% hits. AID 1721; also: potency is read from the fitted curve at half-maximal effect; % is scaled to controls: 0 for no effect and ±100 for the full control effect
# Target sequence (Q27686 whole entry, looked up): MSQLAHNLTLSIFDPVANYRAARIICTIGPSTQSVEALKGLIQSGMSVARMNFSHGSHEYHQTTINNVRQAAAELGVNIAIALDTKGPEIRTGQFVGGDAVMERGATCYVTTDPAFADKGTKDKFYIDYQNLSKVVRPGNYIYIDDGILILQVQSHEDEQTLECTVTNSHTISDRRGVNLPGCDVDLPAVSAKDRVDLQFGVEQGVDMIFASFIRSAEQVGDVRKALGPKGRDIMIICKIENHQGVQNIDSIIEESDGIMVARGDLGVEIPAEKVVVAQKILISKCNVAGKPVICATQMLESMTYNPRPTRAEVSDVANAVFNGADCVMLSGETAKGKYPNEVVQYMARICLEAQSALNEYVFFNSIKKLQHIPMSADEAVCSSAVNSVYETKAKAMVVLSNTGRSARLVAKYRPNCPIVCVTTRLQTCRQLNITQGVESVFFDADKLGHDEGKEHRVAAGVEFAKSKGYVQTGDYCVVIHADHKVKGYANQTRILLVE
#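 0.1 nM LmPK, 0.5 mM PEP, 0.1 mM ADP; 50 mM imidazole pH 7.2, 7 mM MgCl2, 50 mM KCl; 1 h RT. Kinase-Glo luminescence readout, normalized to no-enzyme (full inhibition) and uninhibited wells.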
# * hit, by the source's call; ? = inconclusive; . = no result given; & = joins results of further samples; [ ] = remark or other dose. Unless noted, calls follow the shape of the dose curve; as a rule, active = well fitted curve in the direction sought with a large enough effect; inconclusive = small, poorly fitted or top-dose-only effect, or another doubt; inactive = no such curve, though single readings can be large; an effect the other way counts as inactive or inconclusive. Outcome played no part in choosing rows; 24% or so of the library scored in one or more.
SMILES,Cycloheximide cs,Pf growth 48h,HCV inhibitor,Shiga toxin inh,TbPYK inhibitor,Pf growth 96h,LmPK inhibitor
CCCC1=[N+](CC(=O)c2ccccc2)CCn2c(C)ccc21,-1,?,?,-5,-2%,10%,-7%
COc1cc(OC)c(OC)cc1CNC(C)C(O)c1ccccc1 (stereo unspecified),-4,-14%,18%,-12,2%,-19%,-2%
Cc1c(C)n(C)c2ccc(C(=O)NCCCN3CCN(C)CC3)cc12,-3,-19%,-8%,-13,2%,5%,1%
O=C(CC12CC3CC(CC(Br)(C3)C1)C2)OCCN1CCCCC1,21,0%,6%,24,-1%,-16%,5%
CCOC(=O)C(NC(C)=O)(OCc1ccccc1)C(F)(F)F (stereo unspecified),-1,-10%,23%,13,-9%,13%,2%
Cc1cc(C)nc(NN2C(=O)/C(=C/c3ccc(O)cc3)SC2=S)n1,-2,6%,-8%,-9,?,49%[activator],-1%
CC1CCN(C(=O)CN2C(=O)C(C)(C)Oc3ccc(C(=O)NC(C)C)cc32)CC1,1,22%,4%,-7,6%,25%,2%
COc1ccc(C(=O)NNC(=S)NC(=O)c2cccs2)cc1,-2,-29%,?,-6,-10%,56%[activator],-2%
CSCCC(NC(=O)COc1ccccc1)C(=O)N(C)CC(=O)Nc1c(C)cccc1C (stereo unspecified),.,0%,-4%,.,10%,-16%,.
COCCCNS(=O)(=O)c1ccc2[nH]c(=O)[nH]c2c1,2,-11%,?,-4,3%,18%,-2%
O=C1CC(c2ccco2)CC2=C1C(c1ccccc1)n1nc(C(F)(F)F)nc1N2 (stereo unspecified),4&-1,9.3µM*,-10%,7&-10,-3%,.,8%
C=C1C(C(=O)Nc2ccc(F)cc2)C1C(=O)Nc1ccc(F)cc1 (stereo unspecified),-6,7%,6%,25,-6%,?,6%
CCOc1cc(/C=C(\C#N)C(=O)Nc2ccc(S(N)(=O)=O)cc2)ccc1OCCN1CCOCC1,-1,2%,8%,-6,-6%,3%,-1%
COc1cccc(NS(=O)(=O)c2ccc3[nH]cc(C(=O)NC4CC4)c(=O)c3c2)c1,-2,?,-6%,0,7%,?,2%
CCOC(=O)Cc1csc(N)n1,-5,.,22%,-10,-9%,-16%,0%
[O-]/[N+](=C\c1ccccc1)c1ccc(Br)cc1,.,-10%,7%,.,4%,190%[activator],.
COC(=O)C(Cc1ccccc1)NC(=O)CSc1nc(C)cc(=O)[nH]1 (stereo unspecified),-5,.,14%,-19,2%,-6%,12%
COc1ccccc1CNC(=O)CCSCc1cccc(Cl)c1,-3,3%,13%,-9,2%,1.2µM*,1%
Cc1ccc(NC(=O)c2cccc(S(C)(=O)=O)c2)cc1,33*,85%[activator],-13%,97*,0%,338%[activator],2%
CCOC(=O)N1CCN(Cc2nc(N)nc(Nc3ccccc3C)n2)CC1,-4,6%,17%,-22,5%,.,-1%
CC(=O)c1ccc(Nc2nc3ccc(C)cc3n3cnnc23)cc1,17*,-7%[0.00184 µM],5%,28,10%,21%,5%
C/C=C\C=C\C(=O)N1CC2(CC(c3cccc(NC(=O)COc4ccc(Cl)cc4)c3)=NO2)C[C@H]1C(N)=O (stereo partly specified),-6,13µM*,-23%,2,-21%,10µM*,7%
Cn1nnnc1SCCNCc1ccccc1OCc1ccccc1Cl,-6,-2%,?,-1,2%,-2%[5.75 µM],6%
COc1ccc(C(CNC(=O)c2ccc(S(=O)(=O)N3CCOCC3)cc2)N2CCCCC2)cc1 (stereo unspecified),1,?,5%,-22,4%,28%,-1%
Cc1ccc(S(=O)(=O)N2CCCC2)cc1C(=O)N1CCC(C)CC1,-1,0%,9%,1,-11%,-7%,-5%
COc1ccc(N2CCN(C(=O)CCc3ccc(S(=O)(=O)NC(C)C)cc3)CC2)cc1,-1,-22%,-2%,20,-4%,-11%,1%
COc1cc(C(C)=O)ccc1OCC(=O)OCCCOC(=O)COc1ccc(C(C)=O)cc1OC,-3,-2%,-5%,17,8%,3%,-6%
CC(C)CN1CCC(C(=O)N2CCN(c3ccccc3F)CC2)CC1,-4,5%,13%,-7,6%,?,0%
N=C1/C(=C\c2ccc(-c3cccc(Cl)c3)o2)C(=O)N=C2SC=C(c3ccccc3)N12,1,22%,19%,3,-3%,32%[activator],3%
Cc1ccc(-c2c(C#N)c(N)n(-c3ccc(C)cc3)c(=O)c2C#N)cc1,1,2%,13%,-9,-2%,.,5%

# Ordered by molar mass (ascending): some entries from above
SMILES,Cycloheximide cs,Pf growth 48h,HCV inhibitor,Shiga toxin inh,TbPYK inhibitor,Pf growth 96h,LmPK inhibitor
[O-]/[N+](=C\c1ccccc1)c1ccc(Br)cc1,.,-10%,7%,.,4%,190%[activator],.
Cc1ccc(NC(=O)c2cccc(S(C)(=O)=O)c2)cc1,33*,85%[activator],-13%,97*,0%,338%[activator],2%
Cc1ccc(-c2c(C#N)c(N)n(-c3ccc(C)cc3)c(=O)c2C#N)cc1,1,2%,13%,-9,-2%,.,5%
N=C1/C(=C\c2ccc(-c3cccc(Cl)c3)o2)C(=O)N=C2SC=C(c3ccccc3)N12,1,22%,19%,3,-3%,32%[activator],3%
COc1ccc(N2CCN(C(=O)CCc3ccc(S(=O)(=O)NC(C)C)cc3)CC2)cc1,-1,-22%,-2%,20,-4%,-11%,1%
COc1ccc(C(CNC(=O)c2ccc(S(=O)(=O)N3CCOCC3)cc2)N2CCCCC2)cc1 (stereo unspecified),1,?,5%,-22,4%,28%,-1%

# Remaining list, next part.
SMILES,Cycloheximide cs,Pf growth 48h,HCV inhibitor,Shiga toxin inh,TbPYK inhibitor,Pf growth 96h,LmPK inhibitor
Cc1ccc(-c2cc(C(=O)NCc3ccco3)c3ccccc3n2)o1,12,-17%,?,25,?,10%,9%
CC(C)=N/N=C1\NC(=O)C(C)S1 (stereo unspecified),29*,4.7µM*,17%,27,0%,1.2µM*,-1%
CN(CC(=O)Nc1cccc(F)c1)C(=O)c1ccc(C2SCCS2)cc1,.,?,?,.,5%,-13%,.
O=c1[nH]c2c(s1)C(c1ccc(O)cc1)C1C3CCC(C3)C1S2 (stereo unspecified),-1,-9%,12%,-3,-4%,-3%,-4%
COc1ccc(NC(=O)CC2(CC(=O)O)CCCC2)cc1,-3,3%[0.00184 µM],-1%,-14,2%,12%,-2%
Cc1cc(NC(=O)C(=O)c2c(C)[nH]c3ccccc23)no1,9,15%,-2%,39,3%,23%,2%
CCOn1c(-n2nc(C)cc2C)nc2ccccc2c1=O,-5,-6%,23%,-13,-5%,.,-4%
COc1cc(NS(=O)(=O)c2ccc(N)cc2)ncn1,2,12%,.,-4,3%[33.2 µM],24%,1%
Cc1cccc(CSCCNC(=O)CN(c2cc(C)cc(C)c2)S(C)(=O)=O)c1,-5,1%,-8%,-7,8%,40%,0%
O=C(O)C1CCCN1S(=O)(=O)c1ccc(F)cc1 (stereo unspecified),-8,.,5%,-2,-1%,29%,8%
Cc1onc(-c2c(F)cccc2Cl)c1C(=O)N1CCN(S(C)(=O)=O)CC1,-2,33%[activator],2%,-8,1%,.,-3%
C(=N/Nc1nc(-c2ccccc2)cc(-c2ccccc2)n1)/c1cccnc1,61*,?,?,69*,-9%,-15%,2%
CCCCCCNC(=O)c1ncn[nH]1,-1,11%,14%,8,0%,1%,-1%
Cc1nc(Oc2ccccc2)c2ccsc2n1,20,17%,2%,17,3%,0%,-6%
CCOC(=O)C(C)Sc1ncnc2nc[nH]c12 (stereo unspecified),1,-22%,9%,11,-5%,?,-5%
Cc1cc(C)nc(NC(=O)Cc2ccc([N+](=O)[O-])cc2)c1,-3,5%,-13%,-4,-3%,-1%,-1%
CC(Sc1nc2scc(-c3ccccc3)c2c(=O)[nH]1)C(=O)NC(N)=O (stereo unspecified),-3,-6%,-2%,-7,-12%,-4%,9%
Cc1ccc(NC(=O)COc2ccc(-c3nnco3)cc2)cc1S(=O)(=O)N1CCOCC1,7,?,?,-19,-7%,?,2%
CC/C(O)=C1\C(=O)CC(C)(C)CC1=Nc1ccccc1C,-1,1%,-12%,11,-6%,?,-7%
CC(C)CC(NC(=O)c1ccc(Cl)cc1)C(=O)OCC(=O)c1ccc2c(c1)NC(=O)CO2 (stereo unspecified),-4,-2%,?,-18,-8%,.,-7%
COc1ccc(F)cc1C1=CC(=O)C[C@H](c2ccc3c(c2)OCO3)C1,.,?,?,.,-1%,?,.
CC1(C)Cc2cccc(Oc3cc(NN4CCCCC4)c([N+](=O)[O-])cc3[N+](=O)[O-])c2O1,-2,?,-7%,-8,2%,1.5µM*,-6%
COc1ccc(CNC(=O)Cn2nc(C)n3cccc3c2=O)cc1,2&-10,45%[activator],14%,10&0,-7%&-6%,-24%,0%
CC1=C(C(N)=O)C(c2cccs2)n2nc(-c3cccc(C)c3)nc2N1 (stereo unspecified),-4,-17%,4%,19,-6%,10µM*,-2%
COC(=O)c1ccc(NC(=S)NCc2ccco2)cc1,12,18%,-18%,29,3%,?,3%
O=C(NC1CCCc2ccccc21)c1cc(F)cc(F)c1 (stereo unspecified),-5,?,2%,-14,3%,?,1%
Nc1ncc(Br)cc1N=Cc1ccccc1,75*,4%,37%[activator],27*,-5%,34%,-3%
CCC1CCC(C(=O)NC(C(=O)NCCN2CCOCC2)C(C)C)CC1 (stereo unspecified),1,3%,15%,3,2%,?,3%

# Quoted from the listing:
# HCV inhibitor, O=C(NC1CCCc2ccccc21)c1cc(F)cc(F)c1 (stereo unspecified) reads 2%
# LmPK inhibitor, Cc1ccc(NC(=O)COc2ccc(-c3nnco3)cc2)cc1S(=O)(=O)N1CCOCC1 reads 2%
# Pf growth 48h, CC(C)CC(NC(=O)c1ccc(Cl)cc1)C(=O)OCC(=O)c1ccc2c(c1)NC(=O)CO2 (stereo unspecified) reads -2%
# TbPYK inhibitor, COc1ccc(F)cc1C1=CC(=O)C[C@H](c2ccc3c(c2)OCO3)C1 reads -1%

# Screening results (PubChem)
